Screens (PubChem)
TPT1 inhibitor = inhibitors of Candida albicans tRNA 2'-phosphotransferase TPT1 | recombinant caTPT1, FP RNA substrate dephosphorylation | inhibition, % at 5 µM | 300,000 compounds, 0.81% hits | AID 1962;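 active means inhibition above the mean of all tested compounds plus 3 SD, set per screening campaign, cut at about 24% in these data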;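 further: plate controls were DMSO alone for no effect and ferristatin control at 100 nM for full effect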
Fam108B inh = blocks mouse Fam108B hydrolase in RBBP9 counter-screen; recombinant Fam108B, FP-Rh probe fluorescence polarization; inhibition, % at 9.51 µM; 300,000 compounds, 0.33% hits;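 active means inhibition above the screen mean inhibition plus 3 SD, computed separately per campaign, cut at about 18% in these data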;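 further: inhibitors lower polarization as less probe binds the enzyme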
PAD4 inh = blocks human protein arginine deiminase 4; recombinant PAD4, RCA probe fluorescence polarization; inhibition, % at 6.36 µM; 330,000 compounds, 0.41% hits; AID 485272;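 active means percent inhibition above a cutoff equal to the mean of all tested compounds plus 3 SD, cut at about 15% in these data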;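 further: 0% = PAD4 with RCA probe and DMSO and 100% = probe without PAD4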
Bcl-xL primary = Bcl-xL (human) inhibition; Q07817; 320,000 compounds, 0.7% hits; inhibition, % at 10.9 µM; GST-Bcl-xL / FITC-Bim BH3 peptide fluorescence polarization;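 active means inhibition above the mean of all tested compounds plus 3 SD, cutoff set per campaign, cut at about 30% in these data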;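 further: 0% = DMSO wells and 100% = unlabeled Bim-BH3 peptide competitor; inhibitors lower millipolarization by displacing the labeled peptide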
Target sequence (Q07817 whole entry, looked up): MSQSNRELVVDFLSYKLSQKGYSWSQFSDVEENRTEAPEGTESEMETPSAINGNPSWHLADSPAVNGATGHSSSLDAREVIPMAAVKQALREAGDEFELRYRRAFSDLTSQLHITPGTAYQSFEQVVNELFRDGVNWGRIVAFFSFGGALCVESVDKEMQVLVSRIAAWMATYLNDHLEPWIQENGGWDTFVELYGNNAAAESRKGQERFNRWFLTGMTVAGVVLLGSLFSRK
MEX-5 binding = C. elegans MEX-5 TCR-2 RNA binding activity. MEX-5/FITC-TCR2 RNA binding, fluorescence polarization; stronger effect = lower value. activity score (negative = inhibition of binding), % at 10 µM. 300,000 compounds, 0.38% hits;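 active means inhibition past about -25% in most replicates, and total fluorescence under double the plate's negative control median, limit read from the data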;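 further: 0% = DMSO and -100% = 5 µM competing unlabeled TCR2 RNA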
PME-1 primary = PME-1 (human) inhibition. AID 2130. inhibition, % at 5.9 µM. recombinant PME-1, FP-Rh probe fluorescence polarization. 320,000 compounds, 0.53% hits. Q9Y570;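 active means inhibition above the campaign mean of all compounds plus 3 SD, cut at about 26% in these data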;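 further: competitive labeling of PME-1 active site by serine hydrolase directed probe; 0% = PME-1 with DMSO and 100% = wells lacking PME-1 enzyme; inhibitors block probe labeling so polarization falls and inhibition rises; many of its hits are not listed in these tables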
GLD-1 RNA inh = GLD-1-TGE RNA interaction inhibition (C. elegans) | Q17339 | purified GLD-1 + fluorescein TGE RNA, fluorescence polarization | inhibition, % at 5.96 µM | 320,000 compounds, 0.44% hits | AID 2280;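 active means percent inhibition above a per-plate cutoff, the plate mean of test compounds plus 3 SD, cut at about 30% in these data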;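 further: 0% = DMSO wells with GLD-1 and probe and 100% = wells lacking GLD-1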
Target sequence (Q17339 whole entry, looked up): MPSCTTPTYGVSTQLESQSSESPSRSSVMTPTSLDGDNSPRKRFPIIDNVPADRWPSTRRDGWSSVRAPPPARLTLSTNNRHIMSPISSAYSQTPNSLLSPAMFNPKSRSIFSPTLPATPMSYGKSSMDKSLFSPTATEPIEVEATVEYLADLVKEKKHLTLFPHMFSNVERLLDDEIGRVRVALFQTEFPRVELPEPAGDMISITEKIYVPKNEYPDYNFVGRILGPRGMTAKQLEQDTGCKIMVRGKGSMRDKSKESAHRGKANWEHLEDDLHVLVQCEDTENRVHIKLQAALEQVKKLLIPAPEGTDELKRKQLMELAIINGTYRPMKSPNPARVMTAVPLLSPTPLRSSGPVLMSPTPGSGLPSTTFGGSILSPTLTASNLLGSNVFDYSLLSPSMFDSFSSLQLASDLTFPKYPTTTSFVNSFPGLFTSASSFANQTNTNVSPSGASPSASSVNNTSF
MCL1-BIM inh = MCL1-BIM-BH3 interaction inhibition (human). Q07820. GST-MCL1 / FITC-Bim-BH3 fluorescence polarization. inhibition, % at 10.9 µM. 320,000 compounds, 0.68% hits. AID 2057;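 active means inhibition above the mean inhibition of all tested compounds plus 3 SD, set per campaign, cut at about 40% in these data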;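 further: 0% = DMSO wells and 100% = unlabeled Bim-BH3 peptide control; higher means more loss of mP so more displacement of Bim peptide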
Target sequence (Q07820 whole entry, looked up): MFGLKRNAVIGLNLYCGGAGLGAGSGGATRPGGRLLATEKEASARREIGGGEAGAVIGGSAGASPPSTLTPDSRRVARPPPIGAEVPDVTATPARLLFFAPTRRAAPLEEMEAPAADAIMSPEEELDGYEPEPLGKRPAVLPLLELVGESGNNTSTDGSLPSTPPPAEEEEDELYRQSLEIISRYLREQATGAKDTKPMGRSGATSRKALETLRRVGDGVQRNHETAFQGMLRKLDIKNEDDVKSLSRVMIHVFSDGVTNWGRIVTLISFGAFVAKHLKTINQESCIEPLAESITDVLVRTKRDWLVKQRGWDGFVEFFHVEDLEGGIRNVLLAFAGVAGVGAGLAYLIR
GSTO1 counter = counter-screen for RBBP9 inhibitors: inhibitors of human GSTO1; P78417; AID 1974; 300,000 compounds, 1.1% hits; recombinant GSTO1, activity-based probe fluorescence polarization; inhibition, % at 5.96 µM;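 active means inhibition above the campaign mean inhibition plus 3 SD, cut at about 35% in these data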;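 further: 0% = GSTO1-1 with DMSO and 100% = wells lacking GSTO1-1 enzyme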
Starred values were filed as active, the others as inactive; . = no result given. This is a subset. The share of hits here may be higher or lower than overall.

SMILES	TPT1 inhibitor	Fam108B inh	PAD4 inh	Bcl-xL primary	MEX-5 binding	PME-1 primary	GLD-1 RNA inh	MCL1-BIM inh	GSTO1 counter
COc1cc(/C=C2\N=C(c3ccccc3)OC2=O)ccc1OCc1c(C)no[n+]1[O-]	1	-1	1	-1	-0.9	0	8	7	3
CC(C(=O)Nc1ccc(Cl)cc1Cl)N1C(=O)NC2(CCCCCCC2)C1=O (stereo not drawn)	.	.	-5	0	.	-3	-4	-4	.
O=C(O)c1cccc(N2C(=O)C3CC=C(Cl)CC3C2=O)c1 (stereo not drawn)	-1	-1	6	5	-3.6	-3	1	6	3
Cc1csc(NC(=O)CSc2nnc(-c3ccncc3)o2)n1	-4	2	2	2	-3.0	-6	1	10	-4
Cc1c(C(=O)NCCCN2CCCC2=O)oc2c(Cl)cccc12	0	3	-6	-1	-2.0	3	-3	-9	3
COc1cc(NC(N)=S)c(OC)cc1Cl	-4	2	0	5	-1.9	4	-2	4	1
CN(CC1CCCO1)S(=O)(=O)c1ccc(C(=O)Nc2nccs2)cc1 (stereo not drawn)	0	4	-4	-2	-0.6	-3	3	-6	-5
CCn1c(C)nc2cc(OC)ccc21	-3	-1	-2	6	-1.5	0	3	2	-2
CN(C)CCCN(C(=O)c1ccc(S(=O)(=O)N(C)C2CCCCC2)cc1)c1nc2ccc(Br)cc2s1	2	0	-1	-6	1.3	4	6	-11	4
Cc1nn(Cc2c(Cl)cccc2Cl)c(C)c1NC(=O)CCCn1nc([N+](=O)[O-])c(Cl)c1C	-3	-6	-5	6	0.2	5	7	4	1
O=Nc1onc(-c2ccc([N+](=O)[O-])cc2)c1NO	1	-1	-5	-6	-2.0	-1	-5	-5	16
CCCC(=O)Nc1cc(C)c(NC(=O)c2cccs2)cn1	-1	-1	4	7	2.6	-3	-3	9	5
Cn1nc(C(F)(F)F)c(/C=N/OC(=O)c2ccccc2)c1SCc1ccc(Cl)cc1	-1	1	0	-5	1.6	2	4	2	-2
CC(=O)c1c(C)[nH]c(C(=O)Nc2cccc(C#N)c2)c1C	0	-3	-3	-4	0.4	-5	-5	-11	0
OCCNc1nc(Nc2ccccc2OC(F)(F)F)nc(N2CCCC2)n1	-2	-2	0	-2	2.2	6	-3	-2	5
O=C(CSc1ccccn1)Nc1cccc([N+](=O)[O-])c1	-3	1	-1	7	3.2	6	-6	8	8
C(=N/n1c2ccccc2c2ccccc21)/c1ccco1	2	0	-1	9	0.5	4	-2	0	-3
Cc1ccccc1-c1nc(CS(=O)CC(=O)NCCc2ccc(Cl)cc2)c(C)o1 (stereo not drawn)	-3	1	0	6	-3.2	-5	-5	7	2
O=C(NCCN1C(=O)S/C(=C/c2ccccc2)C1=O)C1CCCN1C(=O)c1cccs1 (stereo not drawn)	0	1	-3	8	3.5	4	3	-2	5
Cc1ccc(S(=O)(=O)NC(=O)C2CCCCC2)cc1	.	.	0	7	.	6	6	3	.
CCN1C(=O)[C@H]2[C@@H](c3ccc(-c4cccc(Cl)c4)c(OC)c3)N[C@@](Cc3ccccc3)(C(=O)OC)[C@H]2C1=O	-1	-4	-1	7	-0.8	-6	2	3	-1
CCC(=O)c1ccc(OCC(=O)Nc2cc(S(=O)(=O)N3CCCCC3)ccc2N2CCN(CC)CC2)cc1	-2	-2	-1	-11	-1.9	1	6	-10	6
O=C1CCCc2nc(N3CCN(Cc4ccccc4)CC3)ncc21	0	5	-5	1	0.7	-4	3	-2	1
O=C(Nc1ccc(S(=O)(=O)N2CCCCC2)cc1)c1ccc(=O)[nH]c1	.	.	0	5	.	-1	5	6	.
CCN(Cc1ccncc1)Cc1nc(Cc2ccccc2Cl)no1	-5	3	-1	8	0.9	0	1	9	0
O=C1CSC(c2cccnc2)N1Cc1ccc(Cl)cc1 (stereo not drawn)	0	-2	-2	2	-4.9	-7	2	4	8
CN(CC(=O)Nc1c(Cl)cccc1Cl)C(=O)CNC(=O)C1CCCCC1	-2	4	0	0	-2.1	1	0	0	-1
O=Cc1cc2ccccc2nc1SCCCF	-2	-2	-2	4	4.7	5	-12	3	9
COC(=O)c1ccccc1OCC(=O)NC1CCCCC1	-3	-1	-1	3	-0.3	-4	4	2	-1
Cc1cc2cc(C)c(SCC(=O)NCc3ccco3)nc2cc1C	-3	-1	5	3	-4.3	3	7	15	0
COC(=O)c1ccc(COc2c(F)c(F)cc(F)c2F)o1	0	5	2	6	-4.4	3	-1	5	2
CCC1S/C(=N/C(=O)NC2CCCCC2)NC1=O (stereo not drawn)	1	5	-8	3	1.9	-5	-2	3	-2
COC(=O)c1ccc(NC(=O)CCS(=O)(=O)c2ccc3c(c2)NC(=O)C(C)S3)cc1 (stereo not drawn)	0	3	-1	-3	-1.5	1	-1	-6	2
OCCCNc1ncnc2sc(-c3ccccc3)cc12	-3	7	2	1	2.2	4	-4	1	0
Cc1c(NC(=O)C(C)OC(=O)COc2ccccc2)c(=O)n(-c2ccccc2)n1C (stereo not drawn)	-2	-1	1	-4	0.2	-4	-3	-15	-2
O=C(NC1CCCCC1)C(c1ccc(F)cc1)N(Cc1ccco1)C(=O)Cn1nnc2ccccc21 (stereo not drawn)	0	0	-2	-1	-2.4	-5	1	1	1
COc1cc(CN2CCCCC2)ccc1OCc1ccccc1	-2	-4	-6	3	-2.2	-3	0	-3	9
Cc1csc2nc(NC(=O)c3ccccc3)sc(=O)c12	0	-18	-5	-16	-1.5	-54	-1	-11	7
NC(=O)c1nsc(C(=O)N(c2ccccc2)C(C(=O)NC2CCCC2)c2ccc3ncccc3c2)c1N (stereo not drawn)	1	0	2	4	1.4	1	0	-1	4
CCn1cc(CNC(=O)c2ccc3nc(Cc4ccc(OC)cc4)oc3c2)cn1	-3	1	5	7	0.3	1	0	9	8
COc1cc2ccccc2cc1C(=O)Nc1ccc(NC(=O)c2cccs2)cc1	0	-22	-9	-3	0.3	-34	-2	-10	1
Cc1ccc(NC(=O)CCC(C(=O)O)N2C(=O)c3ccccc3C2=O)cc1 (stereo not drawn)	1	-2	2	4	1.6	-3	-4	3	13
Cc1ccccc1N1C(=O)CC2(CCCC2)CC1=O	2	0	8	-1	-1.9	4	0	-3	1
COc1cccc(Oc2cncnc2-c2ccc(OC)cc2O)c1	-4	-4	-2	4	2.5	-1	-2	0	7
Cc1ccccc1-n1c(SCc2ccccn2)nc2n[nH]c(C)c2c1=N	0	3	-1	7	-2.8	1	2	14	-1
Cc1cc(=O)oc2cc(OCC(=O)OCC(=O)Nc3ccccc3C(C)C)ccc12	-3	1	1	5	-0.5	0	2	-9	3
COc1cnc(-c2ccccc2)nc1Oc1ccc(C(C)(C)C)cc1	1	-8	1	6	-2.4	-3	8	0	8
CC1CCCN(C(=O)CCCC(=O)N2CCCC(C)C2)C1 (stereo not drawn)	1	1	2	11	1.1	8	-4	10	0
COc1cccc(OC)c1C(=O)NCCc1ccccc1	3	-1	4	2	-2.4	-4	-1	-1	2
N#CCC(=O)N/N=C/c1ccc(Cl)cc1	-2	-1	-1	-2	-0.6	3	-9	-4	-5
Cc1ccc(C(=O)Nc2ccc(S(=O)(=O)NC3=NCCCCC3)cc2)c(C)c1	2	0	-2	-7	0.8	3	-3	-14	-2
Cc1ccc(N2C(=O)c3ccccc3NC2(C(=O)O)c2ccccc2)cc1Cl (stereo not drawn)	-2	7	2	6	2.7	2	-1	0	0
CCOC(=O)c1cc(C(C)(C)C)n(CCCN2CCOCC2)c1C	1	-3	0	3	-0.2	-5	-5	-5	15
COc1ccc(C(=O)NC2CCCc3c2cnn3-c2cc(F)cc(F)c2)c(OC)n1 (stereo not drawn)	-1	-3	-1	2	0.5	2	2	3	-4
Cc1csc(N(C(=O)c2cccc(S(=O)(=O)N(C)C)c2)c2ccccc2)n1	-2	1	-1	-4	1.7	6	4	-15	6
Cc1ccc(NC(=O)c2cnn(-c3ccccc3)c2C)cc1	0	-4	3	1	1.1	-4	4	1	3
O=C(c1cccc(Cl)c1)N1CCC(C(=O)N2CCN(Cc3ccccc3)CC2)CC1	-1	0	6	3	2.3	-1	6	-2	-2
CCCCCCC(=O)Nc1nc(C)c(-c2csc(Nc3cccc(OC)c3)n2)s1	5	12	-11	2	7.9	17	-6	-7	-11
COc1ccccc1CNC(=O)c1cnc2ccccn2c1=O	-3	0	-2	6	2.8	0	7	0	-5
CN1C(=O)/C(=C2\SC(=S)N(CCCCCC(=O)O)C2=O)c2ccccc21	0	-3	3	8	-1.6	-1	9	4	8

Further structures:
SMILES	TPT1 inhibitor	Fam108B inh	PAD4 inh	Bcl-xL primary	MEX-5 binding	PME-1 primary	GLD-1 RNA inh	MCL1-BIM inh	GSTO1 counter
COc1ccc(CN2CCCC(C(=O)c3cccc(OC(C)C)c3)C2)cc1Cn1cccn1 (stereo not drawn)	2	-1	0	4	3.4	1	2	0	-13
COC(=O)C(C(=O)Nc1cccc(C)n1)C1CCCCCC1 (stereo not drawn)	-3	-4	0	-3	0.6	-5	-7	-13	-8
CSCC[C@H](NC(=O)c1cccc([N+](=O)[O-])c1C)c1nc2ccccc2[nH]1	-2	6	4	-3	1.8	-1	0	8	-1
COc1cc(C(=O)Nc2cccc(-c3cn4cccnc4n3)c2)cc(OC)c1OC	1	-2	-9	6	1.5	6	-8	7	-1
CSCCC(NC(=O)C1CCC(C)CC1)C(=O)N1CCN(c2ccccn2)CC1 (stereo not drawn)	-1	1	1	3	0.7	8	4	1	2
CCOC(=O)Cn1c(=O)c(-c2ccccc2NC)nc2ccccc21	2	9	1	2	1.5	3	-5	5	10
O=C(O)C1C2CCC(O2)C1C(=O)NCc1ccc(Cl)cc1 (stereo not drawn)	-1	3	4	3	1.5	-5	-2	0	5
CCC(CC)C(=O)Nc1cccc(C(=O)N2CCCCCC2)c1	0	-2	-1	-5	-1.7	-2	-1	-1	0
Cc1ccc(S(=O)(=O)c2cc3c(=O)n4ccccc4nc3n(CC3CCCO3)c2=N)cc1C (stereo not drawn)	-2	-1	2	1	-0.6	-5	-2	-9	-4
CCCNC(=O)COc1ccc2c(=O)c(Oc3ccccc3F)coc2c1	1	7	-7	0	0.1	-1	-12	3	-6
Cc1cccc(NC(=O)CCNC(=O)c2ccc(Br)cc2)c1	-1	-1	0	3	-0.6	0	11	3	5
Cc1ccc(C(=O)Nc2ccc(N3CCOCC3)nc2N2CCOCC2)cc1	-3	-2	0	6	3.6	1	0	9	-1
Cc1cccc(C)c1-n1cccc1/C=C1\SC(=S)N(c2cccc(C(=O)O)c2)C1=O	17	-11	-4	14	-2.5	-10	-14	1	2
CC1(C)CC(=O)C(C(c2ccccc2F)C2C(=O)CC(C)(C)CC2=O)C(=O)C1	-2	8	0	4	0.8	4	8	7	3
CCOC(=O)c1c(-c2ccccc2)csc1NC(=O)c1ccc(S(=O)(=O)N2CC(C)OC(C)C2)cc1 (stereo not drawn)	-1	-3	-1	4	-1.7	-4	3	5	-1
CCOc1c(Cl)cc(CNc2nnnn2C)cc1OC	3	-1	-3	1	2.0	-4	8	-1	0
Cc1ccc2c(c1)CCCN2C(=O)Nc1ccc2c(c1)OCO2	-2	-3	-3	1	-3.5	2	1	-3	9
